PLCg1 inh: PLC-gamma1 (human) inhibition, primary screen; P19174; purified PLC-gamma1, fluorogenic substrate, fluorescence; inhibition, % at 12.2 µM; hit rate 0.84% among 370,000; AID 720700; in the data active = inhibition above about 9.5%
DAX1 inh-1: inhibitors of DAX1 repression of SF-1 activated StAR promoter. AID 652010. HEK293T StAR-luciferase reporter, SF-1/DAX-1 repression relief. hit rate 1.1% among 370,000. inhibition, % at 6.8 µM;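 active = inhibition above the mean over all tested compounds plus 3 SD, cut at about 3.6% in these data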;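 note: 0% = DAX-1 cells with DMSO and 100% = cells lacking DAX-1 with DMSO; higher inhibition means more luminescence from relief of DAX-1 repression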
hcDAF-12 act: activators of H. contortus DAF-12 nuclear receptor; HEK293 hcDAF-12 lit1-tk-luc reporter, luminescence; 0% DMSO, 100% Δ7-dafachronic acid; activation, % at 6.8 µM; hit rate 1.4% among 370,000;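 active = activation above the mean of all tested compounds plus 3 SD, cut at about 5.5% in these data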;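 note: 100% = response to 3 µM Δ7-dafachronic acid high control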
ADAM10 inh: ADAM10 inhibition, QFRET primary screen. O14672. recombinant ADAM10, EDANS/DABCYL FRET peptide cleavage, 3 h. inhibition, % at 7 µM. hit rate 0.62% among 370,000. AID 720582;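 active = inhibition above a per-campaign cutoff equal to the mean of compounds falling between control-based bounds plus 3 SD, cut at about 20% in these data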;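 note: 0% = DMSO wells while the 100% control is not disclosed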
GAA850 FXN act: increases GAA850 frataxin promoter reporter activity | activation, % at 6 µM | hit rate 0.56% among 360,000 | HEK293 lucGAA850 FXN promoter luciferase reporter, 24 h; percent of 10 µM SAHA response;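 active = activation above the average of all compounds screened plus 3 SD, cutoff fixed separately per campaign, cut at about 7.5% in these data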;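 note: 0% = DMSO wells and 100% = 10 µM SAHA wells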
hgDAF12 agonist: agonists of H. glycines DAF-12 nuclear receptor. HEK293 GAL4-hgDAF12 UAS-luciferase reporter, agonist luminescence; normalized to butyrate control. activation, % at 6.8 µM. hit rate 1.8% among 370,000. AID 687014;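 active = activation above a cutoff set at the mean of all screened compounds plus 3 SD, cut at about 10% in these data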;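 note: 0% = DMSO wells and 100% = sodium butyrate wells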
PLCb3 inh: PLC-beta3 (human) inhibition, primary screen; Q01970; inhibition, % at 12.2 µM; hit rate 0.18% among 370,000; Purified PLC-beta3, fluorogenic substrate, fluorescence; AID 720704; in the data active = inhibition above about 11%;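 note: 0% = median of compound wells on plate and 100% = full blocker control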
DAX1 inh-2: inhibitors of human orphan nuclear receptor DAX1 (NR0B1); P51843; HEK293 Gal4-DAX1 luciferase reporter, luminescence; inhibition, % at 6.75 µM; hit rate 0.99% among 340,000; AID 504766;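 active = inhibition above the mean over all tested compounds plus 3 SD, cut at about 4.2% in these data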;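 note: 0% = DAX1-transfected cells with DMSO and 100% = empty-vector control cells with DMSO; inhibition shows as a rise in luminescence from relieved DAX1 repression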
Target sequence (P51843 207-470 limits assumed): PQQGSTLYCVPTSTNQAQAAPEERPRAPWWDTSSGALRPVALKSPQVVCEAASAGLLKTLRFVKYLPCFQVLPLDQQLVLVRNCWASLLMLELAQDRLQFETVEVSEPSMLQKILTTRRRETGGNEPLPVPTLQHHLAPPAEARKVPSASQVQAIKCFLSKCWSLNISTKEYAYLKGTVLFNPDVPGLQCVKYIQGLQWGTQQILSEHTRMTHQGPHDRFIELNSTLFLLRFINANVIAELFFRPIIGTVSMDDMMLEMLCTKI
HGIII-sPLA2 inh: Blocks human group III sPLA2 activity; QFRET BODIPY PC-A2 liposome hydrolysis, fluorescence; inhibition, % at 12.2 µM; hit rate 0.56% among 370,000; AID 743126;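 active = inhibition above mean plus 3 SD of compounds lying within the high and low control bounds, cut at about 19% in these data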;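 note: 0% = median of test compound wells and 100% = no enzyme DMSO wells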
Target sequence (Q9NZ20 whole entry, looked up): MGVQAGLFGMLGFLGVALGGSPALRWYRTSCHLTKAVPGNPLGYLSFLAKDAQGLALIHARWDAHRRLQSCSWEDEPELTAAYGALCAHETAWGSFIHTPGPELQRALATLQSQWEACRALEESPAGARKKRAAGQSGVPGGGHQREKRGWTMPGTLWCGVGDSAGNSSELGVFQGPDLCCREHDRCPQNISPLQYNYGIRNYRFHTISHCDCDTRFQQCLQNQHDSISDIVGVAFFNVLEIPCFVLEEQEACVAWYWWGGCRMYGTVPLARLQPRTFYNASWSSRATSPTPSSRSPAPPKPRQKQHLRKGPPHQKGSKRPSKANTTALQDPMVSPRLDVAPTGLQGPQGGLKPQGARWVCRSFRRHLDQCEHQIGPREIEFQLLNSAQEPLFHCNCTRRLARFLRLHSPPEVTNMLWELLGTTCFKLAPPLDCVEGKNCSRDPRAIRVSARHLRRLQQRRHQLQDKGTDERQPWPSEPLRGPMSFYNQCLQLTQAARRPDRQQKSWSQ
ssDAF-12 act: activators of S. stercoralis DAF-12 nuclear receptor. HEK293 ssDAF-12/GRIP1 lit1-tk-luc reporter, luminescence; % of 3 µM dafachronic acid response. activation, % at 6.8 µM. hit rate 1% among 370,000. AID 652126;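 active = activation above the mean over all tested compounds plus 3 SD, cut at about 0.9% in these data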;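 note: 0% = DMSO-only wells and 100% = 3 µM delta7-dafachronic acid wells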
ADAM17 inh: ADAM17 inhibition, QFRET primary screen; recombinant ADAM17, EDANS/DABCYL FRET peptide cleavage; hit rate 0.83% among 370,000; inhibition, % at 6.95 µM;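 active = inhibition above the mean of compounds lying between control limits plus 3 SD, set per campaign, cut at about 8.5% in these data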;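 note: 0% = DMSO-only wells as the low control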
Numbers without * were called inactive; i = inactive; x = not tested or not shown.

SMILES	PLCg1 inh	DAX1 inh-1	hcDAF-12 act	ADAM10 inh	GAA850 FXN act	hgDAF12 agonist	PLCb3 inh	DAX1 inh-2	HGIII-sPLA2 inh	ssDAF-12 act	ADAM17 inh
CS(=O)(=O)N(CC(=O)NCc1ccccn1)c1ccc2c(c1)OCCO2	2	0.6	-1.4	-2	-0.4	-1.7	-1	0.1	0	-1.4	-5
Cc1nn(-c2ccccc2)c(Cl)c1/C=N/NS(=O)(=O)c1ccc(Br)cc1	-2	0.1	2.8	14	-0.3	-0.6	1	-0.8	-27	-1.3	7
CCCc1[nH]c2ccc(C(=O)OC)cc2c1CCC	-18	0.5	-1.9	11	0.6	1.1	-26	1.8	-31	-1.6	0
CCC(c1nnnn1C(C)(C)CC)N(CCN1CCOCC1)Cc1cc2cc(C)ccc2[nH]c1=O (centres undefined)	-72	-0.4	0.7	-52	-2.3	0.6	-93	-0.7	-10	-0.6	-11
Cc1ccc(C(=O)O)cc1-n1c(C)cc(C=O)c1C	-40	-0.7	0.6	-33	1.8	6.0	-68	1.6	17	-0.8	-15
NS(=O)(=O)c1cc(C(=O)OCC(=O)Nc2ccccc2[N+](=O)[O-])ccc1Cl	1	0.8	3.3	-8	1.3	0.5	0	-1.0	2	-0.6	0
Cc1ccc(-n2c(C)cc(C(=O)CSc3nnnn3C)c2C)cc1	3	1.1	4.9	12	0.9	12*	1	-0.4	-5	0.4	3
O=S(=O)(c1cccs1)N1CCN(c2ncccn2)CC1	5	-0.7	-0.1	0	1.8	-2.6	3	-1.0	3	-1.8	1
CCOc1ccc(S(=O)(=O)N(C)CC(=O)NCCN2CCOCC2)cc1	-1	-0.3	-1.2	1	-1.7	0.3	-5	1.3	5	-0.8	-3
CCN(CC)CCNC(=O)c1cc(Br)c(N)cc1OC	4	0.9	-1.4	-1	0.4	-0.9	1	-0.6	10	-1.7	-3
CC(NC(=O)CSc1nnc(-c2cccc(S(=O)(=O)N3CCCCC3)c2)o1)C12CC3CC(CC(C3)C1)C2 (centres undefined)	3	0.3	-0.4	6	2.2	-0.2	2	0.3	-11	-0.9	4
CNc1oc(-c2ccccc2)nc1S(=O)(=O)c1ccc(C)cc1	-9	-2.6	1.2	-83	1.9	0.0	-36	-0.2	-8	-1.1	-12
CCCCC(=O)c1c(O)c2ccccc2oc1=O	4	0.5	-1.6	3	-1.2	-1.7	4	-0.2	12	-0.8	6
COc1ccc(/C=C/C(=O)c2ccccn2)cc1	-83	-0.4	-0.7	-98	5.1	2.4	-93	0.0	-13	-0.9	-30
O=C(Nc1ccc(S(=O)(=O)Nc2ncccn2)cc1)C1CC(=O)N(c2ccccc2)C1 (centres undefined)	2	-0.1	-0.4	-5	-0.8	2.5	-1	1.3	9	-0.8	1
COc1ccc(NC(=O)CCCc2nc3ccccc3c(=O)[nH]2)cc1Cl	-1	-0.1	-1.9	2	-0.2	1.1	2	0.6	14	-1.2	-5
CC(C)(C)SC(C(=O)N1CCOCC1)c1ccc(Br)cc1 (centres undefined)	-1	0.1	-1.5	-4	0.6	-1.0	-2	-1.0	1	-0.9	0
O=c1c(-c2ccc3c(c2)OCCO3)coc2c(CN3CCOCC3)c(O)ccc12	-195	0.6	0.3	-258	1.0	9.2	-274	1.2	5	-0.5	-94
CC(=O)C1=C(C)N(Cc2ccccc2)C(=S)NC1c1cccc(Br)c1 (centres undefined)	3	0.3	1.5	11	x	-0.6	1	x	1	-1.5	5
O=C(CCNC(=O)c1ccc(Cl)cc1)Nc1ccccc1Cl	0	-0.2	-3.3	-7	1.5	-1.2	-7	1.2	2	-1.0	-6

2 of the compounds above, with two lines to a compound:
Every second line gives: PLCg1 inh	DAX1 inh-1	hcDAF-12 act	ADAM10 inh	GAA850 FXN act	hgDAF12 agonist	PLCb3 inh	DAX1 inh-2	HGIII-sPLA2 inh	ssDAF-12 act	ADAM17 inh
- CNc1oc(-c2ccccc2)nc1S(=O)(=O)c1ccc(C)cc1
  -9	-2.6	1.2	-83	1.9	0.0	-36	-0.2	-8	-1.1	-12
- NS(=O)(=O)c1cc(C(=O)OCC(=O)Nc2ccccc2[N+](=O)[O-])ccc1Cl
  1	0.8	3.3	-8	1.3	0.5	0	-1.0	2	-0.6	0

Reformatted field by field: entries from further up.
> CC(=O)C1=C(C)N(Cc2ccccc2)C(=S)NC1c1cccc(Br)c1 (centres undefined)
  PLCg1 inh = 3	DAX1 inh-1 = 0.3	hcDAF-12 act = 1.5	ADAM10 inh = 11	GAA850 FXN act = x	hgDAF12 agonist = -0.6	PLCb3 inh = 1	DAX1 inh-2 = x	HGIII-sPLA2 inh = 1	ssDAF-12 act = -1.5	ADAM17 inh = 5

> O=C(CCNC(=O)c1ccc(Cl)cc1)Nc1ccccc1Cl
  PLCg1 inh = 0	DAX1 inh-1 = -0.2	hcDAF-12 act = -3.3	ADAM10 inh = -7	GAA850 FXN act = 1.5	hgDAF12 agonist = -1.2	PLCb3 inh = -7	DAX1 inh-2 = 1.2	HGIII-sPLA2 inh = 2	ssDAF-12 act = -1.0	ADAM17 inh = -6

The listing continues.
SMILES	PLCg1 inh	DAX1 inh-1	hcDAF-12 act	ADAM10 inh	GAA850 FXN act	hgDAF12 agonist	PLCb3 inh	DAX1 inh-2	HGIII-sPLA2 inh	ssDAF-12 act	ADAM17 inh
CC(C)C[C@H]1CN([C@@H](CC(C)C)CN2CCC[C@H]2CN2C(=O)C(=O)NC[C@@H]2Cc2ccc(O)cc2)C(=O)C(=O)N1CC1CCCCCC1	2	0.4	-1.4	-10	x	0.0	-1	x	2	-1.2	-5
CN(C)CCCNS(=O)(=O)c1ccc(Cl)s1	1	0.6	-1.0	2	1.0	-0.5	1	-0.3	-1	-1.1	0
Cc1ccccc1OCC(=O)NC(=S)Nc1ccc2c3c(cccc13)CC2	3	-0.1	0.7	0	-0.3	-1.4	4	-0.4	3	-0.6	-3
Cc1ccc(S(=O)(=O)N2CCN(C(C(=O)Nc3ccc(F)cc3)c3ccccc3)CC2)cc1 (centres undefined)	-2	-1.2	-0.7	9	-1.4	-3.1	0	0.3	-17	-1.8	8
Nc1ccc2[nH]ncc2c1	-15	-0.7	-0.3	-87	1.0	5.2	-13	-0.3	1	-1.4	-26
COc1cc(OC)cc(C(=O)c2c(C)c(C#N)c3ccccn23)c1	-6	0.5	-1.8	-3	-1.1	2.4	-8	3.0	5	-0.9	0
CCCSc1nnc(N2C(=O)CC(c3ccsc3)C3=C2CCCC3=O)s1 (centres undefined)	-2	-0.2	-1.2	-8	-0.9	-1.3	-1	1.4	-5	-1.1	-1
COC(=O)[C@]12CCCCC=C1N(Cc1ccco1)C(=O)[C@H](CC(=O)NCc1cccs1)C2	7	-1.3	-0.8	9	x	1.7	1	x	-12	-0.9	2
O=C(O)c1ccc(NCc2ccc3c(c2)OCO3)cc1	0	-0.5	-1.0	-2	1.9	-0.3	0	-0.7	3	-1.1	-3
Cc1ccn2c(=O)nc(SCC(=O)c3ccccc3)nc2c1	-8	3.1	2.6	-10	1.7	7.6	-13	1.3	-38	0.2	-2
O=C(CCSc1nnc(-c2ccco2)o1)Nc1ccc(F)cc1	1	0.1	-1.9	5	0.0	-2.7	-5	-0.9	0	-1.4	0
Cc1cc(OCC(=O)OC(C)C(=O)Nc2ccc(N3CCOCC3)cc2)ccc1Cl (centres undefined)	0	0.5	0.0	-8	0.8	2.7	-7	0.4	8	-1.0	-5
Cc1cccc(C(=O)OC(C)CN2C(C)CCCC2C)c1 (centres undefined)	-1	0.4	0.1	-5	1.8	2.0	-5	-0.1	0	-0.5	-5
CCCCc1ccc(NC(=S)N2CCN(C)CC2)cc1	0	-0.4	-0.3	-9	2.6	1.8	-2	-0.4	8	-1.3	-3
COc1ccc(OC)c(C2C(C#N)=C(N)Oc3c2c(C)nn3-c2ccc(C)cc2)c1 (centres undefined)	-19	-1.2	1.3	-7	-1.5	-0.1	-29	-0.7	-3	-0.9	0
C=CCSc1cc(C)nc2c(-c3ccccc3)cnn12	-46	2.8	12*	3	7.5	12*	-52	4.9*	13	2.9*	-5
CCn1ncc(C2=NOC(C(=O)NCc3ccccc3)C2)c1C (centres undefined)	3	0.2	0.8	1	2.1	-2.6	6	-1.4	-3	-0.6	2
Cc1c(Cl)cccc1NC(=O)CNC(=O)C1CC(=O)N(C2CCCC2)C1 (centres undefined)	-3	1.1	-0.7	-9	1.4	-2.1	-10	1.4	10	-0.8	-4
COC(=O)C[C@H]1C[C@H]2c3cc(NC(=O)C4CCC4)ccc3O[C@H]2[C@H](CO)O1	-1	0.5	-0.2	-5	-1.0	0.6	0	-0.7	3	-0.6	0
O=C(O)c1cccc(-c2nnn(Cc3ccccc3Cl)n2)c1	-2	4.4*	6.7*	2	1.8	13*	-3	-4.1	-6	2.0*	-3
Cc1ccc(C)c(NC(=O)CN(C)C(=O)c2ccc3[nH]c4c(c3c2)CC(C)CC4)c1 (centres undefined)	-29	-0.1	-2.4	-3	-1.4	0.0	-34	-2.1	-44	-0.9	0
O=C(CSc1nc(C2CC2)nc2ccccc12)Nc1ccc2c(c1)OCCO2	1	-0.2	-1.5	-2	-1.3	-1.5	1	0.3	2	-1.6	-2
O=C(c1ccccc1)N(Cc1nc2ccccc2c(=O)[nH]1)C1CCCC1	0	-0.1	-1.7	5	0.7	-2.3	1	-0.3	-6	0.0	-15
COc1ccc(C2CC(c3cccc(Cl)c3)=NN2c2ccc(S(N)(=O)=O)cc2)cc1 (centres undefined)	i	-1.0	-0.7	i	-0.4	0.4	i	-0.4	-16	-1.4	i
Nc1nnnn1/N=C/c1cccc(O)c1	-9	0.9	1.3	-3	0.8	1.9	-9	1.2	3	-1.3	-5
CNC(=S)NC12CC3CC(CC(C3)C1)C2	2	0.0	0.7	-1	2.4	-0.4	0	2.9	6	-0.8	-2
O=C1N(c2ccccc2)c2ccccc2[C@]12C[C@H](O)CO2	0	0.1	-3.0	-7	x	0.9	-2	x	-2	-1.2	-3
O=C(Nc1ccc(Br)cc1F)c1sccc1-n1cccc1	-1	-0.2	1.3	3	-0.7	2.2	-4	0.3	-2	-0.6	2
Cc1cc(OCC(=O)OCC(=O)N(C)C2CCS(=O)(=O)C2)ccc1Cl (centres undefined)	1	1.4	-0.3	-7	1.7	0.0	-1	-0.7	6	-1.3	-2
Nc1nc(N)c(N=Nc2ccc(Cl)cc2)c(=O)[nH]1	3	1.7	0.1	7	5.1	8.6	-2	3.6	12	-1.7	-2
CCCCOc1ccc(/C=C/C(=O)NC2=Nc3ccccc3NC(C)=C2C(=O)OCC)cc1OC	-5	0.0	5.2	0	2.5	2.3	-3	0.2	-2	-0.1	-1
Cc1cc(C(=O)Nc2ccc(Cl)cc2)c(C)n1-c1ccccc1	-1	-2.5	-7.8	5	-13	-15	0	x	-14	-3.5	3
C=CCn1c(COc2ccc(OC)cc2)nnc1SCn1nnc2ccccc2c1=O	3	-0.2	-2.4	-7	-1.2	-0.8	2	2.1	-4	6.3*	1
O=S1(=O)c2ccc(N3CC[C@H](O)C3)cc2OCCCN1C1CC1	-3	-0.6	-2.4	-11	x	0.3	-4	x	10	-1.2	-2

High-throughput results as filed in PubChem.
